Bioassay records from PubChem.
Anesthetic bind: binds horse apoferritin like a general anesthetic | apoferritin/1-aminoanthracene competitive binding, fluorescence | Potency, µM (series often up to 77.5 µM), inactives show top-dose activity change, negative = displacement, usual class: inhibitors | 0.074% of 350,000 active | AID 485281; further: potency means the concentration at half of the fitted maximal effect; on the % scale 0 is the no-effect control and ±100 the full control effect; nearly all actives have a fitted effect of over 20% in size
Target sequence (P02791 2-175 limits assumed): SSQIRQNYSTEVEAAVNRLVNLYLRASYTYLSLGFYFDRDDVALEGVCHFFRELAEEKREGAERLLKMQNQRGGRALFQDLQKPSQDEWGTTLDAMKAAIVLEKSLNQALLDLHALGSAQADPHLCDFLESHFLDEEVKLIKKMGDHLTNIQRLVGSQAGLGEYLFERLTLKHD
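Probe: 1-aminoanthracene (50% saturated, PBS). Protein: horse-spleen apoferritin, 10 uM. Incubation: 10 min, room temperature. Detection: 380 nm excitation, 535 nm emission. Analysis: normalized response, four-parameter Hill.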
D1 agonist: human D1 receptor agonism; P21728; HEK293 T-REx D1 cells, calcium flux, agonist mode; AID 504660; 1% of 360,000 active; activation, % at 2 µM; in the data active means activation above about 30%; further: 0% is about no effect
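Tetracycline-induced HEK293 TREx D1 cells, force-coupled to calcium signalling, were dye-loaded with a no-wash calcium kit. Compound was pin-added after a 10 s baseline. Fluorescence was read kinetically at 1 cycle/s for 180 s, with calcium rises flagged as agonism.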
TRHR agonist: activates the human TRH receptor. AID 493084. TRHR cells, calcium flux fluo-8, FDSS agonist mode. 0.18% of 360,000 active. P34981. activation, % at 2 µM; in the data active means activation above about 30%; further: 0% is about no effect
Target sequence (P34981 whole entry, looked up): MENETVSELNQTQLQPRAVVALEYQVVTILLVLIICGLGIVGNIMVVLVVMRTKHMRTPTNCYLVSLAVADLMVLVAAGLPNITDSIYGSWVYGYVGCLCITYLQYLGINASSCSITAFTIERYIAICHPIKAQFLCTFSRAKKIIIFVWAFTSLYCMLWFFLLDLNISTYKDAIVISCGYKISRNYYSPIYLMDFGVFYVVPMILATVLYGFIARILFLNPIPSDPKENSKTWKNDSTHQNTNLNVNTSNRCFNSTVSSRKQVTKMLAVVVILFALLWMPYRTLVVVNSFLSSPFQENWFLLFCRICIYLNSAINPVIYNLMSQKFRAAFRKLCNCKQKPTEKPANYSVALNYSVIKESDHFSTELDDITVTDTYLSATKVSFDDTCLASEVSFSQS
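Fluo-8-loaded TRHR cells; 10 s baseline, compound added, kinetic Ca2+ fluorescence read 1/s, agonist mode.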
D1 potentiator: enhances dopamine response at the human D1 receptor. HEK293 TREx D1 cells, calcium flux, dopamine EC20 potentiation. potentiation, % at 10 µM. P21728. 0.036% of 360,000 active; in the data active means potentiation above about 30%; further: 0% is about no effect
RXFP1 agonist: RXFP1 (human) receptor agonism; Q9HBX9; HEK293T-RXFP1 cAMP TR-FRET, 30 min; response scale: percent of porcine relaxin response, buffer zero; Potency, µM (highest dose often 57.5 µM), for the others: at the highest dose activation, actives largely listed as activators; 0.3% of 370,000 active; AID 2676; further: potency means the concentration at half of the fitted maximal effect; on the % scale 0 is the no-effect control and ±100 the full control effect; nearly all actives have a fitted effect of over 60% in size; many of its hits are not listed in these tables
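HEK293T cells stably expressing RXFP1 were pretreated with the PDE4 inhibitor Ro 20174, exposed to compounds for 30 min at 37C, lysed, and cAMP was read by TR-FRET. Data normalized to buffer (basal) and 29 nM porcine relaxin (100%).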
D1 antagonist: blocks dopamine activation of the human D1 receptor; P21728; HEK293 TREx D1 cells, calcium flux, dopamine EC80; hits give low values; activity change, negative = inhibition, % at 10 µM; 3.2% of 360,000 active; in the data active means activity change below about -30%; further: on the % scale 0 is the no-effect control and ±100 the full control effect
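Tetracycline-induced HEK293 Trex D1 cells, force-coupled to calcium, dye-loaded; compounds added and read 180 s, then EC80 dopamine added and calcium flux tracked kinetically another 180 s.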
TRHR PAM: allosteric enhancers of human TRH receptor | P34981 | TRHR cells, fluo-8 calcium fluorescence, EC20 TRH enhancement | enhancement, % at 2 µM | 0.66% of 360,000 active | AID 493056; in the data active means enhancement above about 30%; further: 0% is about no effect
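Enhancer read-out: after compound pinning and an initial kinetic agonist-mode read, an EC20 of TRH (10 nM final) was injected and fluo-8 calcium signal (Ex 480/Em 530) followed at 1 s/cycle for 100 cycles in TRHR-expressing cells.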
RXFP1 antag: blocks the human relaxin receptor RXFP1 | activity change, negative = inhibition, % at 57.5 µM | AID 1259400 | HEK293-RXFP1, relaxin-stimulated cAMP HTRF, 30 min; hits give low values | 0.59% of 350,000 active;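 active means activity change of -60% or lower, but not beyond a set lower limit; inconclusive means change between -60% and -40%, or beyond the set limit; inactive means change above -40%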; further: on the % scale 0 is the no-effect control and ±100 the full control effect
D2 potentiator: positively modulates the human D2 dopamine receptor allosterically; potentiation, % at 10 µM; AID 485347; HEK293 T-REx D2, calcium flux, EC20 dopamine potentiation; 0.34% of 340,000 active;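 active means potentiation over 3 SD above the plate norm, cut at about 30% in these data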; further: 0% is about no effect
Target sequence (P14416 whole entry, looked up): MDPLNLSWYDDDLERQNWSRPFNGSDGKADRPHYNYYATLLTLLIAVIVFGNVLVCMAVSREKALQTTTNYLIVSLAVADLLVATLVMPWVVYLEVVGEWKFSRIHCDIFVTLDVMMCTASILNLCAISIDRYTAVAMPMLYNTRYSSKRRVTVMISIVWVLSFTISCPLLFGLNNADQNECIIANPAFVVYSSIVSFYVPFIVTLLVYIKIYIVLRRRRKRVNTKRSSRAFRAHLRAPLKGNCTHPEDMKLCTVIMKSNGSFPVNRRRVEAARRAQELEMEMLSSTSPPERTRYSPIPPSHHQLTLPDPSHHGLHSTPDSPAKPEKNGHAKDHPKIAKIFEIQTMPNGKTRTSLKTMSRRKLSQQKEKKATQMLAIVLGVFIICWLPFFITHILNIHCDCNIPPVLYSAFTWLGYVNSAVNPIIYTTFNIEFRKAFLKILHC
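Primary screen. Calcium kinetics in induced HEK293 T-REx D2 cells: compound pre-addition 180 s, EC20 dopamine, 180 s more.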
* marks the source's active call; other numbers are inactive results; u = inconclusive; x = no result given; & = joins results of further samples; [ ] = remark or other dose. Unless noted, the call rests on the fitted dose curve; in most records, active means well fitted curve in the direction sought with a large enough effect; inconclusive means small, poorly fitted or top-dose-only effect, or another doubt; inactive means no such curve, though single readings can be large; an effect the other way counts as inactive or inconclusive. These rows are one share of the data; count on the stated rates, not on these rows.

SMILES	Anesthetic bind	D1 agonist	TRHR agonist	D1 potentiator	RXFP1 agonist	D1 antagonist	TRHR PAM	RXFP1 antag	D2 potentiator
CCN(CC)CCN1C(=O)c2ccccc2NC1c1ccc(N(C)C)cc1 (stereo not drawn)	-10%	0	-0.5	2	-0.4%	-4	7	-14	-1
CCn1cc(C(=O)OC)c(=O)c2cc(S(=O)(=O)N(C)C3CCCCC3)ccc21	-17%	3	0.3	-2	2.6%	-23	0	3	x
O=C(c1ccc(NC(=S)Nc2ccc(Cl)c(Cl)c2)cc1)N1CCCC1	-14%	5	0.6	-6	-1.4%	-5	0	-11	-5
CCOCCn1c(N2CCN(c3ccc(OC)cc3)CC2)nc2c1c(=O)[nH]c(=O)n2C	0%	2	-0.2	-8	3.1%	0	-3	-3	-12
Cc1cc(N2CCN(C)CC2)n2nc(-c3ccc(Cl)cc3)nc2n1	1%	2	0.4	-7	7.7%	-18	4	6	-11
CC(Cc1n[nH]c(=S)n1N)c1ccccc1 (stereo not drawn)	-1%	6	-0.3	-5	3.0%	-7	6	-9	4
Cn1c(Cn2c(=O)sc3ccccc32)nnc1SCc1cccc(F)c1	-7%	0	-1.1	1	0.2%	1	-1	-4	9
Cc1cc(Cl)ccc1NC(=S)N1CCOCC1	-5%	4	0.6	1	2.4%	-18	-3	24	8
CC(=O)Nc1ccccc1OCC(=O)NCCc1ccc(Cl)cc1Cl	0%	10	-1.3	-2	1.1%	-23	-4	2	x
COc1ccc(OC)c(NC(=O)c2cc(S(=O)(=O)NCc3ccco3)ccc2F)c1	u	5	0.2	-13	2.4%	0	3	1	-5
CCOc1ccc(CNC(=O)c2ccc3c(c2)N(Cc2ccccc2)CCS3)cc1	x	0	-0.5	-2	-1.9%	1	0	4	0
Cc1cc(C)cc(N2C(=O)CSC23C(=O)N(CC(N)=O)c2ccccc23)c1 (stereo not drawn)	-12%	0	0.5	-3	-0.4%	21	11	x	5
COc1ccc(CN2C(=O)N(c3ccccc3)C(=O)C2CC(=O)Nc2ccccc2)cc1OC (stereo not drawn)	-3%	1	-4.9	-7	-2.2%	23	-3	10	1
CC(=O)[C@@H]1[C@@H](C(=O)c2ccc(C)cc2)[C@]2(C(=O)Nc3ccccc32)[C@H]2C=Cc3cc(F)ccc3N12	u	2	0.4	-3	1.5%	-9	3	38	14
COCCNC(=O)C1CCCN(S(=O)(=O)c2cccc3nsnc23)C1 (stereo not drawn)	-1%	1	-0.7	1	3.7%	23	1	-3	-6
CCOc1ccc(N(C(=O)Cn2nnc3ccccc32)C(C(=O)NC(C)(C)CC)c2cccn2C)cc1 (stereo not drawn)	-3%	2	0.2	-9	-0.1%	5	4	-16	4
CCOC(=O)c1ccc(N/C(=N\S(=O)(=O)c2ccccc2C)c2ccccc2)cc1	u	5	-0.3	-14	2.8%	2	4	-4	-2
CCCNC(=O)COC(=O)/C(C#N)=C/c1cc(C)n(CCC)c1C	-10%	5	0.7	-1	9.5%	1	-1	-4	-7
Cc1ccc2cc(C)c(SCC(=O)NCc3ccco3)nc2c1	-17%	1	-0.4	-4	-0.5%	16	5	-18	-10
O=C(O)CSc1nnc(CNc2ccccc2Cl)n1-c1ccccc1	2%	3	0.5	-12	0.2%	-9	6	1	-5
COc1ccc(CCNC(=O)Cn2cc(C(=O)c3ccccc3)c(=O)c3ccc(C)nc32)cc1OC	u	2	-1.6	1	u	7	25	-7	-3
CC(C)(CSc1nncn1N)NS(=O)(=O)c1ccc(Cl)cc1	4%	1	0.0	-6	0.6%	-25	6	-4	2
O=C(N/N=C/c1cn(CCOc2ccccc2)c2ccccc12)c1ccncc1	-21%	3	0.1	-5	3.1%	-34*	0	-10	-3
NS(=O)(=O)c1ccc(CNc2ncnc3sccc23)cc1	4%	-1	1.6	-2	4.4%	-2	-4	-6	12
COc1ccc2cc(C(=O)NC3CCCCC3)c(=O)oc2c1	-8%	1	0.0	0	-0.1%	2	0	3	-20
CCCOc1ccc(CNC(=O)c2ccc(C)c(-n3c(C)nc4cccnc43)c2)cc1	2%	1	-0.9	-1	1.5%	-3	7	-12	-10
COc1ccc(N2C(=NC(=O)C3CCCCC3)SC3CS(=O)(=O)CC32)c(OC)c1 (stereo not drawn)	-3%	3	-0.1	-3	2.2%	-8	-2	2	9
Cc1cc(C)c(NC(=O)CN2C(=O)CCn3nc(-c4cccn4C)cc32)c(C)c1	-6%	6	-0.2	1	-1.1%	-7	0	-4	3
O=C(/C=C/c1ccc(F)cc1)NC(=S)N1CCOCC1	-8%	2	-0.5	-3	0.3%	-17	37*	-17	5
CN(C)/C=N/c1c(C#N)cnn1-c1ncnc2sc(-c3ccccc3)cc12	-14%	3	-2.4	0	0.2%	-3	-6	-7	13

A draw from above in order of molecular weight, descending:
SMILES	Anesthetic bind	D1 agonist	TRHR agonist	D1 potentiator	RXFP1 agonist	D1 antagonist	TRHR PAM	RXFP1 antag	D2 potentiator
CCCOc1ccc(CNC(=O)c2ccc(C)c(-n3c(C)nc4cccnc43)c2)cc1	2%	1	-0.9	-1	1.5%	-3	7	-12	-10
Cc1cc(C)c(NC(=O)CN2C(=O)CCn3nc(-c4cccn4C)cc32)c(C)c1	-6%	6	-0.2	1	-1.1%	-7	0	-4	3
NS(=O)(=O)c1ccc(CNc2ncnc3sccc23)cc1	4%	-1	1.6	-2	4.4%	-2	-4	-6	12
O=C(/C=C/c1ccc(F)cc1)NC(=S)N1CCOCC1	-8%	2	-0.5	-3	0.3%	-17	37*	-17	5

(continued)
SMILES	Anesthetic bind	D1 agonist	TRHR agonist	D1 potentiator	RXFP1 agonist	D1 antagonist	TRHR PAM	RXFP1 antag	D2 potentiator
COc1ccc2cnn(CCOc3ccccc3)c(=O)c2c1OC	-11%	2	0.0	-3	1.5%	-4	-2	6	-1
Cn1cccc1CNC(=O)Nc1ccc(Cl)c(Cl)c1	-23%	8	-0.1	-4	4.1%	-23	-3	-5	-8
OCC[C@H]1C[C@H](O)[C@@H](O)[C@@]2(CCCCO2)O1	-1%	-2	-0.1	2	0.8%	19	-2	x	2
COc1ccc(CC(=O)Nc2ccc(-c3csc(C)n3)cc2)cc1	-21%	1	-0.2	-6	0.6%	-15	-18	-9	3
NNC(=O)c1ccccc1OCc1ccccc1	0%	0	-0.6	1	1.1%	5	3	6	7
CCC(=O)NC(=S)Nc1ccccc1C(=O)OC	-6%	4	0.1	0	1.4%	-4	9	4	1
Oc1c(C(c2ccccn2)N2CCC(Cc3ccccc3)CC2)cc(Cl)c2cccnc12 (stereo not drawn)	-5%	8	2.3	-5	-0.5%	0	3	-8	-3
O=C(NCCc1ccccc1)c1ccc(S(=O)(=O)N2CCCC2)cc1	x	4	0.5	-2	-2.0%	10	1	-8	2
O=C1C=C(N2CCCCCC2)C2(CCCCC2)O1	-7%	3	0.0	-3	-1.0%	7	1	-61*	7
COc1cc(S(=O)(=O)NCCCn2ccnc2)ccc1F	-3%	1	0.7	-1	-1.0%	-6	-11	-3	-1
COc1ccc(S(=O)(=O)N2CCC(C(=O)Nc3c(F)cccc3F)CC2)cc1	-12%	3	1.1	-1	1.6%	-8	4	-2	3
Nc1nc(SCC(=O)Nc2ccccc2C(F)(F)F)[nH]c(=O)c1-c1ccccc1	-11%	0	-0.5	-3	0.0%	7	4	-6	12
CC1=NN(C(C#N)c2cccc([N+](=O)[O-])c2)C(C)(C)C1 (stereo not drawn)	-7%	3	-0.1	4	0.0%	14	-7	1	0
CCC1CN(C(=O)N2CCC(C(=O)NCc3cccc(OC)c3OC)CC2)c2cc(C)ccc2O1 (stereo not drawn)	-10%&33%	5&7	-0.7&0.9	14&-4	-0.4%&3.4%	6&-1	-3&-16	-4&-30	5&5
CC1(C)CC(=O)C2=C(C1)OC1=C(C(=O)CC(C)(C)C1)C2c1ccccc1	-3%	2	0.0	-2	0.2%	-8	-4	0	-7
CC1(c2ccccc2)NC(=O)N(CC(=O)Nc2nnc(C3CC3)s2)C1=O (stereo not drawn)	-14%	3	-0.2	2	-0.9%	-2	0	-11	-6
Cc1ccccc1NC(=S)NC(=O)c1cc(-c2ccccc2)nc2ccccc12	-21%	4	0.4	-1	-1.5%	9	1	-8	5
COc1ccc(CNC(=O)COC(=O)C2CC3C=CC2C3)cc1 (stereo not drawn)	-22%	4	-1.7	-6	-0.6%	2	9	1	7
Cc1c(C(=O)N(Cc2ccc(F)cc2)C2CCS(=O)(=O)C2)oc2ccccc12 (stereo not drawn)	-14%	5	-0.1	2	-3.4%	9	-4	-22	8
Cc1cc2c(c(=O)n1Cc1cccnc1)C(c1ccccc1)C(C#N)=C(N)O2 (stereo not drawn)	2%	1	0.9	-5	2.5%	-14	2	-32	-8
COc1ccc(S(=O)(=O)n2nc(-c3ccc(Cl)cc3)cc2N)cc1OC	-4%	2	-0.1	6	-0.2%	-1	2	x	-5
O=C(/C=C/c1cccc([N+](=O)[O-])c1)NCCSc1ccccc1	u	0	-2.2	-2	4.5%	8	27	-18	8
CCCCN(Cc1ccccc1)S(=O)(=O)c1cc(Br)cc2c1N(C(=O)C1CC1)CC2	195%[activator]	2	0.4	10	1.9%	-20	-6	x	-5
Cc1ccc(C)c(-n2c(-c3csc(C)c3)n[nH]c2=S)c1	-14%	0	-0.5	-1	3.1%	x	11	-29	x
Cc1ccc2cccc(S(=O)(=O)N3CCCc4ccccc43)c2n1	-17%	1	5.3	5	1.1%	1	2	1	-4
COC(=O)Cc1c(O)ccn(Cc2ccc(OC)c(OC)c2)c1=O	-4%	2	0.5	1	2.1%	-7	-2	-5	12
COc1cccc(NC(=O)CN(C)C(=O)c2ccc(S(=O)(=O)Nc3ccccc3F)cc2)c1	x	3	0.3	13	0.4%	3	2	-23	18
CC1CCCN(Cc2c(O)ccc3c2O/C(=C\c2ccco2)C3=O)C1 (stereo not drawn)	170%[activator]	20	6.6	-1	3.9%	7	2	-8	-22
Cc1ccc(S(=O)(=O)NC(C)(C)CN2CCC(Cc3ccccc3)CC2)cc1	0%	11	-0.7	-12	3.0%	-14	-1	-25	-25
Cc1ccc(N(Cc2ccccc2)C(=O)c2cc(S(=O)(=O)N3CCOCC3)ccc2N2CCCC2)cc1	x	4	-0.4	-3	2.6%	-9	4	-1	-7
CCNC(=S)NNC(=O)Cc1ccccc1	-7%	2	0.4	3	1.3%	8	-1	-3	4
CC(=NCc1ccc2c(c1)OCO2)C1=C(O)c2ccccc2C1=O	-16%	3	-1.2	-6	2.0%	-17	3	-15	24
COc1ccc(S(=O)(=O)Nc2c(NC3CCCCC3)c3ccccc3oc2=O)cc1Cl	-11%	2	-0.5	1	0.7%	-3	-5	-22	14
